FXN GAA850 act – activators of GAA850 frataxin (FXN) promoter | HEK293 lucGAA850 FXN promoter luciferase reporter, 24 h; percent of 10 µM SAHA response | activation, % at 6 µM | 360,000 compounds, 0.56% hits;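 active = activation above the average of all compounds screened plus 3 SD, cutoff fixed separately per campaign, cut at about 7.5% in these data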;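 note: 0% = DMSO wells and 100% = 10 µM SAHA wells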
DAX1 inh-1 – blocks DAX1 repression of SF-1 activated StAR promoter; inhibition, % at 6.8 µM; HEK293T StAR-luciferase reporter, SF-1/DAX-1 repression relief; AID 652010; 370,000 compounds, 1.1% hits;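 active = inhibition above the mean over all tested compounds plus 3 SD, cut at about 3.6% in these data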;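 note: 0% = DAX-1 cells with DMSO and 100% = cells lacking DAX-1 with DMSO; higher inhibition means more luminescence from relief of DAX-1 repression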
PG9 Ab binder – binds the HIV-1 gp120 antibody PG9. TR-FRET gp120-PG9 antibody binding. inhibition, % at 6.7 µM. 360,000 compounds, 0.43% hits; in the data active = inhibition above about 8.5%
ssDAF12 agonist – activators of S. stercoralis DAF-12 nuclear receptor | activation, % at 6.8 µM | 370,000 compounds, 1% hits | HEK293 ssDAF-12/GRIP1 lit1-tk-luc reporter, luminescence; % of 3 µM dafachronic acid response;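 active = activation above the mean over all tested compounds plus 3 SD, cut at about 0.9% in these data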;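 note: 0% = DMSO-only wells and 100% = 3 µM delta7-dafachronic acid wells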
hgDAF12 agonist – activates the H. glycines DAF-12 receptor ligand-binding domain; HEK293 GAL4-hgDAF12 UAS-luciferase reporter, agonist luminescence; normalized to butyrate control; activation, % at 6.8 µM; 370,000 compounds, 1.8% hits; AID 687014;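 active = activation above a cutoff set at the mean of all screened compounds plus 3 SD, cut at about 10% in these data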;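 note: 0% = DMSO wells and 100% = sodium butyrate wells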
DAX1 inh-2 – NR0B1 (DAX1) inhibition. inhibition, % at 6.75 µM. P51843. AID 504766. HEK293 Gal4-DAX1 luciferase reporter, luminescence. 340,000 compounds, 0.99% hits;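 active = inhibition above the mean over all tested compounds plus 3 SD, cut at about 4.2% in these data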;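 note: 0% = DAX1-transfected cells with DMSO and 100% = empty-vector control cells with DMSO; inhibition shows as a rise in luminescence from relieved DAX1 repression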
ADAM10 inh – ADAM10 inhibition, QFRET primary screen. inhibition, % at 7 µM. 370,000 compounds, 0.62% hits. recombinant ADAM10, EDANS/DABCYL FRET peptide cleavage, 3 h. AID 720582. O14672;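 active = inhibition above a per-campaign cutoff equal to the mean of compounds falling between control-based bounds plus 3 SD, cut at about 20% in these data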;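 note: 0% = DMSO wells while the 100% control is not disclosed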
ADAM17 inh – ADAM17 inhibition, QFRET primary screen. P78536. recombinant ADAM17, EDANS/DABCYL FRET peptide cleavage. inhibition, % at 6.95 µM. 370,000 compounds, 0.83% hits;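 active = inhibition above the mean of compounds lying between control limits plus 3 SD, set per campaign, cut at about 8.5% in these data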;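 note: 0% = DMSO-only wells as the low control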
SMARCA2 activ – activators of SMARCA2 function | MG213 cells, MMTV-luciferase reporter, dexamethasone, overnight | activation, % at 9.1 µM | 370,000 compounds, 1% hits | AID 652017; in the data active = activation above about 7.8%;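 note: 0% = vehicle wells and 100% = reference activator wells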
hcDAF12 agonist – activates DAF-12 receptor from parasite H. contortus. HEK293 hcDAF-12 lit1-tk-luc reporter, luminescence; 0% DMSO, 100% Δ7-dafachronic acid. activation, % at 6.8 µM. 370,000 compounds, 1.4% hits;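 active = activation above the mean of all tested compounds plus 3 SD, cut at about 5.5% in these data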;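 note: 100% = response to 3 µM Δ7-dafachronic acid high control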
NPR1 activator – GC-A (human) enzyme activation | P16066 | HEK293 GC-A cells, cGMP TR-FRET, EC30 ANP; 0% at EC30 ANP, 100% saturating ANP | activation, % at 10 µM | 370,000 compounds, 0.14% hits | AID 1671463; in the data active = activation above about 40%
Target sequence (P16066 whole entry, looked up): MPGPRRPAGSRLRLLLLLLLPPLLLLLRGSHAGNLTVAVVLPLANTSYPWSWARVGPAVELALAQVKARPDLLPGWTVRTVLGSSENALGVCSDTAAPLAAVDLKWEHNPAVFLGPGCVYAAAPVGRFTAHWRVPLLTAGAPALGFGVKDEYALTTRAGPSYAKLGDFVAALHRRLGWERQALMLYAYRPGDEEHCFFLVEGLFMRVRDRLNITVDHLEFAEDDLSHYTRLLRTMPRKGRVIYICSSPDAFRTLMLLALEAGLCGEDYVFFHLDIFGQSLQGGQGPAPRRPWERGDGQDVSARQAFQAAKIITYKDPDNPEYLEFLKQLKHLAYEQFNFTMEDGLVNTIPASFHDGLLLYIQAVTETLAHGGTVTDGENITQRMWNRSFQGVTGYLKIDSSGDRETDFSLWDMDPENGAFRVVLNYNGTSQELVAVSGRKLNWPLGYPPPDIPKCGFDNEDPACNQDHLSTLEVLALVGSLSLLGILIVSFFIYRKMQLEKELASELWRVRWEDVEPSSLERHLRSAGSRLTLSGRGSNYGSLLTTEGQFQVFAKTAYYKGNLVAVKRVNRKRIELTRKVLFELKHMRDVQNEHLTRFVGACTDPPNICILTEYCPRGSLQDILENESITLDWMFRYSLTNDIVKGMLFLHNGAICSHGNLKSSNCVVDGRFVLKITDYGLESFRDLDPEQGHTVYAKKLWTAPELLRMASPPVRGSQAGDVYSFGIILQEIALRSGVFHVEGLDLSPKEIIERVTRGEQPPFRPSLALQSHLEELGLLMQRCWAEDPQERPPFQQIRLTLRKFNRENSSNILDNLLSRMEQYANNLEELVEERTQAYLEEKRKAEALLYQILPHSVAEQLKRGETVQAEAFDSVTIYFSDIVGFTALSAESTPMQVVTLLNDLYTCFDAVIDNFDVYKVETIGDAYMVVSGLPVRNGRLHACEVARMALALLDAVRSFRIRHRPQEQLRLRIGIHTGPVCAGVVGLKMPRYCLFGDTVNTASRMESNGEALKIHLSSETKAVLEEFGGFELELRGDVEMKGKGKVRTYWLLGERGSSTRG
* marks the source's active call; other numbers are inactive results; . = no result given. This is a subset. The share of hits here may be higher or lower than overall.

SMILES	FXN GAA850 act	DAX1 inh-1	PG9 Ab binder	ssDAF12 agonist	hgDAF12 agonist	DAX1 inh-2	ADAM10 inh	ADAM17 inh	SMARCA2 activ	hcDAF12 agonist	NPR1 activator
O=C(O)CCn1cc(C=C2C(=O)NC(=S)NC2=O)c(-c2ccccc2)n1	0.6	0.5	2.1	-1.9	-1.7	-0.5	-7	-6	-2	-1.6	-1
CCN(CC)CC(O)c1ccc(C2CCCC2)cc1 (configuration not stated)	-0.7	0.5	0.7	-0.6	2.3	0.7	4	-1	-5	-3.6	0
COc1ccc(CCNCc2ccc(SC)cc2)cc1	.	0.5	-1.4	-1.0	0.8	.	6	1	7	-0.5	-1
CN1C(=O)CCC2(C)C1=CCC1C2CCC2(C)C1CCC2(C)O (configuration not stated)	1.4	0.2	-1.3	-0.8	-0.3	1.3	-5	-1	-2	0.0	5
Cc1cc(/C=C2\C(=O)NC(=O)N(c3cccc(Br)c3)C2=O)c(C)n1C	1.5	0.2	-0.9	-1.1	-0.2	2.2	-3	-2	1	-0.2	3
Cc1cc(C)nc(N2Cc3ccccc3C2=N)n1	0.7	0.8	-1.1	-1.1	4.8	3.1	-18	-4	4	-0.9	22
CCCSP1(=S)NCCCO1 (configuration not stated)	-2.0	-0.3	3.9	-0.8	-2.0	0.5	-7	-2	-1	-2.2	-1
Cc1cccc2c1N(N=O)CCC2	3.0	-0.1	1.0	-1.4	0.5	1.9	2	-1	-3	0.6	1
Cc1ccc(-c2nn(Cc3ccccc3)cc2C=O)cc1C	2.6	0.6	3.3	-1.7	1.7	-1.4	3	0	2	-3.1	1
Cn1c(C(=O)O)c(CC(=O)N2CCN(Cc3ccccc3)CC2)c2ccccc21	-1.2	-0.1	-1.5	-0.7	0.0	1.1	-2	-3	-2	1.6	-3
CN1CCN(CCC(C#N)(c2ccccc2)c2ccccc2)CC1	0.2	1.1	-3.2	-0.7	-0.9	-0.6	8	8	-7	-0.8	-9
COc1ccccc1OP(=O)(Nc1cccnc1)Oc1ccccc1OC	-5.8	-1.6	-1.6	-1.0	-3.5	-2.3	8	3	-2	-3.3	-5
C[C@@H]1CN([C@H](C)CO)C(=O)CCCn2nncc2CO[C@H]1CN(C)C(=O)Oc1cccc2ccccc12	-1.0	0.2	-1.4	-1.4	-2.2	-0.3	3	-1	3	-1.2	-1
Cc1oc(-c2ccccc2)nc1CN1C(=O)C(C)N=C(c2ccccc2F)c2cc(Cl)ccc21 (configuration not stated)	-1.8	0.5	0.4	-2.1	-0.5	0.3	6	6	-5	-2.2	-18
N#Cc1ccc(NC(=O)CCNC(=O)c2ccco2)cc1Cl	-0.2	-0.3	-0.7	-1.2	-0.8	0.9	-7	-6	-2	0.7	-4
Cc1ccc(NC(=O)N2CC2)cc1NC(=O)N1CC1	0.2	0.1	-2.6	-1.1	-2.6	-0.6	-8	-1	-2	1.9	-1
O=c1[nH]c2ccccc2n1C1CCN(C(c2nnnn2C2CCCC2)C2CC2)CC1 (configuration not stated)	.	-1.2	0.3	-1.8	0.1	.	9	7	-4	-2.4	1
CCC(C(=O)N1C[C@H]2C[C@@H](C1)c1cccc(=O)n1C2)c1ccccc1 (some centres not stated)	-0.5	1.0	-0.8	0.1	1.1	1.0	3	-1	1	-0.5	3
CN(C)C1(c2nnnn2CCOC(=O)Nc2ccc(Cl)cc2)CCCCC1	-0.9	0.2	-1.7	-1.7	-1.2	0.3	2	2	1	-1.0	1
O=c1cc(CN2CC=C(c3ccccc3)CC2)c2c(ccc3ccccc32)o1	-2.2	-0.1	-1.5	-0.8	5.4	-0.2	-82	-25	-1	-0.3	-3
CC(=NCC1CCCO1)c1c(O)n(-c2ccc(Cl)cc2)c(=O)[nH]c1=O (configuration not stated)	0.4	-0.9	-0.2	-1.6	-0.4	-0.6	-3	-1	6	0.3	2
C=CCCC(NC(=O)OCc1ccccc1)P(=O)(Oc1ccccc1)Oc1ccccc1 (configuration not stated)	.	.	.	-1.0	3.6	.	5	1	.	-0.7	-6
CCOP(=O)(OCC)C(O)c1ccc(OC)cc1OC (configuration not stated)	0.3	0.1	1.0	-1.5	1.4	-0.1	2	-4	-1	-2.4	-2
O=C1C=C(N2CC2)c2ccccc2C1=O	-0.5	-2.6	-9.7	-0.2	-4.5	1.5	-22	-7	-3	2.1	-8
CN1CCCC1c1ccc(=O)[nH]c1 (configuration not stated)	-1.6	0.5	0.1	-1.1	-0.4	1.4	-15	-3	0	-0.5	-3
CN1CCN(c2cc(N3CCNCC3)ccc2[N+](=O)[O-])CC1	0.2	-0.2	1.4	-1.0	-1.1	-0.9	0	0	2	0.6	2
COc1ccc(C(CC(=O)N2CCC3(CC2)OCCO3)NS(=O)(=O)c2ccc(C)cc2)cc1 (configuration not stated)	1.6	-0.8	1.5	-1.5	-0.3	-1.3	-4	-8	-1	-1.6	0
CC1=C2C(=O)C3C(CC=C4CC(O)CCC43C)C2CCC12OC1CC(C)CNC1C2C (configuration not stated)	-1.8	0.1	-1.3	-1.3	-0.5	-1.1	11	-1	-2	-0.7	-1
CCOC(=O)CNC(=O)CNC(=O)C(Cc1ccc(N(CCCl)CCCl)cc1)NC(C)=O (configuration not stated)	-1.6	0.3	-1.1	-1.3	-2.9	0.0	-6	-4	-3	-0.1	2
CC(=O)c1ccc(OC(=O)N(C)c2ccccc2)cc1	3.1	2.0	0.5	-0.7	9.0	3.3	-5	-2	4	1.3	1

Part of the list above in another layout.
Under each structure – FXN GAA850 act, DAX1 inh-1, PG9 Ab binder, ssDAF12 agonist, hgDAF12 agonist, DAX1 inh-2, ADAM10 inh, ADAM17 inh, SMARCA2 activ, hcDAF12 agonist, NPR1 activator
O=C1C=C(N2CC2)c2ccccc2C1=O
→ -0.5, -2.6, -9.7, -0.2, -4.5, 1.5, -22, -7, -3, 2.1, -8
CN1CCCC1c1ccc(=O)[nH]c1 (configuration not stated)
→ -1.6, 0.5, 0.1, -1.1, -0.4, 1.4, -15, -3, 0, -0.5, -3
CN1CCN(c2cc(N3CCNCC3)ccc2[N+](=O)[O-])CC1
→ 0.2, -0.2, 1.4, -1.0, -1.1, -0.9, 0, 0, 2, 0.6, 2
COc1ccc(C(CC(=O)N2CCC3(CC2)OCCO3)NS(=O)(=O)c2ccc(C)cc2)cc1 (configuration not stated)
→ 1.6, -0.8, 1.5, -1.5, -0.3, -1.3, -4, -8, -1, -1.6, 0
CC1=C2C(=O)C3C(CC=C4CC(O)CCC43C)C2CCC12OC1CC(C)CNC1C2C (configuration not stated)
→ -1.8, 0.1, -1.3, -1.3, -0.5, -1.1, 11, -1, -2, -0.7, -1
CCOC(=O)CNC(=O)CNC(=O)C(Cc1ccc(N(CCCl)CCCl)cc1)NC(C)=O (configuration not stated)
→ -1.6, 0.3, -1.1, -1.3, -2.9, 0.0, -6, -4, -3, -0.1, 2
CC(=O)c1ccc(OC(=O)N(C)c2ccccc2)cc1
→ 3.1, 2.0, 0.5, -0.7, 9.0, 3.3, -5, -2, 4, 1.3, 1

(further entries)
SMILES	FXN GAA850 act	DAX1 inh-1	PG9 Ab binder	ssDAF12 agonist	hgDAF12 agonist	DAX1 inh-2	ADAM10 inh	ADAM17 inh	SMARCA2 activ	hcDAF12 agonist	NPR1 activator
Cc1cccc(-n2c(O)c(C=NCCCN3CCOCC3)c(=O)[nH]c2=O)c1C	0.9	-0.6	0.1	-1.4	-2.3	0.1	3	-1	0	-1.0	-1
COc1ccc(OC)c(CN2CCCC(C(=O)c3sccc3C)C2)c1 (configuration not stated)	-1.8	-0.9	1.6	-1.8	-0.5	-0.1	-1	-4	-3	-0.7	-31
O=C(CN1CCN(Cc2ccc(Cl)cc2)C1=O)N1CCC2(CC1)OCCO2	1.3	0.5	-1.0	-1.2	-0.9	-0.8	7	-2	1	-0.7	1
O=C(Cc1ccccc1)N1CCN(C2CCCC2)CC1	0.4	-0.1	-0.7	-1.1	-1.5	-0.8	11	4	-1	-1.6	2
CC(C)N1C(=O)CCC1C(=O)N1CCC2(CC1)OCCO2 (configuration not stated)	-2.3	0.8	0.7	-1.5	-0.3	-0.4	5	-5	0	0.3	0
COc1ccc(/C=N/N=C(/N)N[N+](=O)[O-])c(OC)c1	9.7*	1.3	0.1	-1.2	1.6	0.1	-3	-1	2	-1.3	-11
OC1(c2ccccc2F)CC2CCC(C1)N2CCN1CCOCC1 (configuration not stated)	-2.8	0.6	-2.9	-0.1	0.2	-0.1	10	3	-2	2.5	-4
CCOc1ccc(N=C2SCCCN2C)cc1	-2.5	-0.5	3.0	-1.1	1.5	-1.0	-2	-3	-1	0.6	-2
CC1=Nc2ccccc2/C1=C/c1c(O)n(C)c(=O)[nH]c1=O	1.6	0.5	-1.2	0.6	1.5	3.2	-2	-4	-2	6.4*	-2
O=C(O)C1(Br)CC12c1ccccc1-c1ccccc12 (configuration not stated)	1.4	1.0	0.1	-0.6	0.9	2.1	-16	2	-5	1.8	-3
CCN(c1ccc(C(O)(C(=O)OC)C(F)(F)F)cc1)S(=O)(=O)c1ccccc1 (configuration not stated)	-1.5	-0.4	-0.2	-1.1	0.1	-0.2	3	-1	-3	-0.8	1
C=CCn1c(O)c(C=Nc2c(C)n(C)n(-c3ccccc3)c2=O)c(=O)[nH]c1=O	0.6	0.3	-0.5	0.4	-0.8	-0.6	-1	1	-5	0.6	8
COc1ccccc1CNC(=O)CCC(=O)N1C[C@H]2C[C@@H](C1)c1cccc(=O)n1C2	0.7	-0.6	-1.7	-1.7	2.6	3.3	-20	0	-1	0.1	3
NS(=O)(=O)c1ccc(-c2ccc(C=C3C(=O)NC(=S)NC3=O)o2)cc1	.	0.6	-3.2	-0.7	1.5	.	-39	-10	1	0.0	-5
CCOP(=O)(OCC)c1ccc(O)cc1	0.5	-0.5	0.7	-1.1	-3.0	-0.2	-22	-2	-2	0.0	2
O=C1NC(=O)C2(C(=O)N1)C(c1ccc(F)cc1)NC(=S)NC2c1ccc(F)cc1 (configuration not stated)	-0.8	-0.7	-0.3	-0.7	-1.2	-0.2	3	-2	0	-2.2	-5
C[C@]12CCC3C(CC[C@H]4C[C@@H](O)CC[C@]34C)C1CC[C@@H]2O (some centres not stated)	-0.7	-0.3	-1.8	0.1	0.1	-0.1	-9	-3	-4	-0.1	0
CC1CC(C)(O)CC(C(O)CC2CC(=O)NC(=O)C2)C1=O (configuration not stated)	-15	-6.3	-0.7	-2.5	-16	-6.4	-4	-4	-9	-4.4	7
O=c1c2ccccc2nc(-c2ccc([N+](=O)[O-])cc2)n1-c1ccccc1	2.0	0.6	-0.3	-1.4	1.1	-1.2	-4	-3	-2	-0.4	-2
COc1ccc2c(c1)c(C(=O)O)c(C)n2C(C)C	-2.0	0.4	1.4	-0.8	-0.7	-0.3	1	3	0	-1.0	-2
CC(=O)c1ccc(NC(=O)N2C[C@H]3C[C@@H](C2)c2cccc(=O)n2C3)cc1	1.2	-0.5	0.9	-0.6	0.7	3.2	-19	-3	0	-1.9	2
